Source: PubChem (Broad Institute)
EWS-Fli block: inhibitors of EWS/Fli oncoprotein transcriptional activity; inhibition, % at 12.6 µM; A673 NR0B1-luciferase reporter, viability-normalised; 0.67% of 350,000 active;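 active = mean inhibition of at least 50% after viability correction, with every replicate also passing that limit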;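 also: firefly luciferase signal divided by Alamar Blue viability fluorescence both relative to DMSO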
PAX8 inh HTS: inhibitors of PAX8 transcriptional activity in RMG-I cells; 1.2% of 360,000 active; RMG-I TPO-luciferase reporter, SteadyGlo, 24 h; inhibition, % at 12.6 µM;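 active = mean replicate inhibition at least 60% with every replicate also reaching 60%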;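 also: luciferase light reporting Pax8 driven TPO promoter activity; plate controls were median of neutral control wells for no effect and mitoxantrone controls for full effect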
FN deposit inh: fibronectin deposition inhibition. 0.086% of 350,000 active. inhibition, % at 12.6 µM. AID 743247. AH1F fibroblasts, Alexa488-fibronectin deposition fluorescence, overnight;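 active = mean inhibition across replicates of 30% or more, regardless of how many single replicates reach that level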;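 also: positive control wells lacked labelled fibronectin entirely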
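material = AH1F fibroblast monolayer depositing Alexa488-labelled fibronectin into matrix | amount = 10000 AH1F cells/well | buffer or medium = DMEM plus 2% serum, read in PBS | incubation = 1 h cell adhesion before compound, then overnight fibronectin incubation | detection = fluorescence at 485 nm excitation, 525 nm emission | evaluation = percent inhibition as loss of matrix-bound fibronectin fluorescence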
PglD DTNB: inhibitors of Campylobacter jejuni PglD acetyltransferase. purified PglD enzyme, DTNB colorimetric CoA detection. inhibition, % at 12.5 µM. 0.098% of 360,000 active. AID 602405; in the data active = inhibition above about 16%, passing the limit was not always enough; also: strong numbers were not always called active
PGC1a acetyl inh: lowers PGC1a acetylation signal in U2OS cells; AlphaScreen anti-acetyl-lysine; with virally co-expressed GCN5 acetyltransferase; inhibition, % at 15.6 µM; 0.17% of 350,000 active;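 active = every replicate shows inhibition of at least 40%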;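 also: 0% = neutral control wells and 100% = positive control wells; some results beyond the cut were filed as inactive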
S100A4 inh HTS: S100A4-myosin IIA interaction inhibition; P26447; S100A4/TAMRA-MyoIIA peptide fluorescence polarization; inhibition, % at 10.7 µM; 0.14% of 360,000 active; AID 652163;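 active = mean inhibition of at least 70% across replicates, with every replicate also reaching that level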
Target sequence (P26447 whole entry, looked up): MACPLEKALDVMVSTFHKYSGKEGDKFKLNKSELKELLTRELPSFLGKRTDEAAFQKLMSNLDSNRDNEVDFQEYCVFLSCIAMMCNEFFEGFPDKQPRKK
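System – human S100A4 monomer protein, biochemical binding assay · Buffer or medium – Calcium-containing HEPES buffer, pH 7.2 · Timing – 5 min between mix addition and reading · Also added – TAMRA-labelled myosin IIA heavy-chain peptide probe, 5 nM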
LGR2 inh: inhibitors of bursicon-induced Drosophila LGR2 receptor cAMP signaling | HEK293 LGR2, CRE-luciferase, bursicon-stimulated, 4 h | inhibition, % at 9.99 µM | 0.35% of 380,000 active;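 active = drop in luminescence signal, shown as inhibition above about 50% in the replicate tests, limit read from the data, passing the limit was not always enough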;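 also: agonist challenge used bursicon conditioned medium at about half maximal strength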
ERAP1 HTS inh: blocks human ERAP1 aminopeptidase activity. inhibition, % at 10.7 µM. 0.15% of 340,000 active. recombinant ERAP1, Leu-AMC fluorescence, 60 min;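 active = mean replicate inhibition of at least 30%, or all replicates individually reaching that 30% level; inactive = mean below 30% and not every replicate reaching it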;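 also: 0% = neutral control wells and 100% = L-leucinethiol positive control wells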
Target sequence (Q9NZ08 whole entry, looked up): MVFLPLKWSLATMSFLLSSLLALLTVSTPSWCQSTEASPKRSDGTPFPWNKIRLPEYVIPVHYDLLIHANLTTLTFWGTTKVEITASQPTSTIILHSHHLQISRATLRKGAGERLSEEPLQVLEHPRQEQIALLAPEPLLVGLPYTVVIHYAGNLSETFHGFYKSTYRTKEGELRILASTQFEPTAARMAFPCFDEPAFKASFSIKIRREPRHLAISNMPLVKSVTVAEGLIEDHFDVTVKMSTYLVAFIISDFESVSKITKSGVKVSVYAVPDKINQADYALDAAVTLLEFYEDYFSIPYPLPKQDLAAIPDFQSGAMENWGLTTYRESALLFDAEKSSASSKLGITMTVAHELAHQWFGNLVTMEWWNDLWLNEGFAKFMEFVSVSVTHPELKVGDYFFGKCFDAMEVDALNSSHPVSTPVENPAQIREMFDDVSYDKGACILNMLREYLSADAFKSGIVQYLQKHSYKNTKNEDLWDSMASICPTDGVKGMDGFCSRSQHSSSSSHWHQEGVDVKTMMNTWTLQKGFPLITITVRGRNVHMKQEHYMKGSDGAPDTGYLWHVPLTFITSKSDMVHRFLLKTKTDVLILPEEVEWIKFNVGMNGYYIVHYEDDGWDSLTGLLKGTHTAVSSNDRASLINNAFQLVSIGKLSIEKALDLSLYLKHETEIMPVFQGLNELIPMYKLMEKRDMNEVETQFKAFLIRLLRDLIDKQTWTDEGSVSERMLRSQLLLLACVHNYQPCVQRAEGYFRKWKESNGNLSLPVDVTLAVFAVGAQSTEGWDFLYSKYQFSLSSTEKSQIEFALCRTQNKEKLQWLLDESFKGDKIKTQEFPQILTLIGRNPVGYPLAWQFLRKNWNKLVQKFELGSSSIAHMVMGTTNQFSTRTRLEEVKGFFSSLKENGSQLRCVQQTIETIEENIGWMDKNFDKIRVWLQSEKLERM
An asterisk follows results filed as active; x = not tested or not shown.

Preview, 4 compounds:
1: C[C@H]1CCCCO[C@H](CN(C)C(=O)Nc2ccc(C(F)(F)F)cc2)[C@@H](C)CN([C@@H](C)CO)C(=O)c2cc(NS(=O)(=O)c3ccccc3)ccc2O1
2: CC(=O)Nc1cccc(-c2ccnc3c2CC(C(=O)NCc2ccc(N4CCN(C)CC4)cc2)O3)c1 (stereo not given)
3: CCCNC(=O)N1C[C@H](C)[C@H](OC)CN(C)C(=O)c2cc(NS(C)(=O)=O)ccc2OC[C@H]1C
4: c1ccc2c(-c3cncc4ccccc34)cncc2c1
entry no.	1	2	3	4
EWS-Fli block	20	4	33	-10
PAX8 inh HTS	79*	-3	-2	3
FN deposit inh	-12	2	3	-2
PglD DTNB	0	7	3	x
PGC1a acetyl inh	13	x	2	x
S100A4 inh HTS	86*	0	22	0
LGR2 inh	8	-2	8	14
ERAP1 HTS inh	-6	5	7	-2

The whole of this part, from the first entry:
1: C[C@H]1CCCCO[C@H](CN(C)C(=O)Nc2ccc(C(F)(F)F)cc2)[C@@H](C)CN([C@@H](C)CO)C(=O)c2cc(NS(=O)(=O)c3ccccc3)ccc2O1
2: CC(=O)Nc1cccc(-c2ccnc3c2CC(C(=O)NCc2ccc(N4CCN(C)CC4)cc2)O3)c1 (stereo not given)
3: CCCNC(=O)N1C[C@H](C)[C@H](OC)CN(C)C(=O)c2cc(NS(C)(=O)=O)ccc2OC[C@H]1C
4: c1ccc2c(-c3cncc4ccccc34)cncc2c1
5: Cc1cc(C)cc(N(CC(=O)NCC2CCCO2)C(=O)CN2C(=O)COc3ccccc32)c1 (stereo not given)
6: O/N=C/C1=C(Cl)c2ccccc2CC1
7: COc1ccccc1Cc1nc(-c2ccc(Br)o2)no1
8: CC(=O)Nc1nnc(-c2ccc3c(c2)CCCC3)o1
entry no.	1	2	3	4	5	6	7	8
EWS-Fli block	20	4	33	-10	x	5	-48	-48
PAX8 inh HTS	79*	-3	-2	3	x	-10	-12	-127
FN deposit inh	-12	2	3	-2	0	x	-46	3
PglD DTNB	0	7	3	x	0	x	-4	-7
PGC1a acetyl inh	13	x	2	x	10	x	-5	-3
S100A4 inh HTS	86*	0	22	0	x	-4	-4	-2
LGR2 inh	8	-2	8	14	-9	40	-27	-20
ERAP1 HTS inh	-6	5	7	-2	x	1	-3	0

9: COc1ccc(/C=C/C(=O)c2ccc(OC)cc2OC)cc1
10: Cc1ccc2c(c1)N(CCCC(=O)NCc1cccnc1)C(=O)CO2
11: O=C(CSc1ncnc2c1cnn2-c1ccc(F)cc1)NCC1CCCO1 (stereo not given)
12: COc1ccc(C(=O)O)cc1NCc1ccc(C)s1
13: O=C(CN1C(=O)S/C(=C\c2ccc(F)cc2)C1=O)Nc1cccc(S(=O)(=O)NCc2ccco2)c1
14: Cc1ccc(S(=O)(=O)Nc2ccc(Nc3nccn4c(-c5ccccc5Oc5ccccc5)cnc34)cc2)cc1
15: Cc1noc(C)c1CSc1ccccc1C(=O)N(C)CC(=O)Nc1cccc(F)c1
16: O=C(NC1CCCN(Cc2ccc(Cl)cc2)C1)c1c(F)cccc1F (stereo not given)
entry no.	9	10	11	12	13	14	15	16
EWS-Fli block	-34	5	x	0	4	-8	-12	8
PAX8 inh HTS	x	11	1	18	11	4	-12	9
FN deposit inh	x	1	-1	1	-2	6	0	9
PglD DTNB	7	-2	3	2	x	5	-4	-1
PGC1a acetyl inh	14	29	x	8	-25	x	-3	3
S100A4 inh HTS	-1	5	4	-7	-5	-2	-5	-5
LGR2 inh	-13	5	-3	10	1	-53	2	20
ERAP1 HTS inh	0	x	2	1	0	-3	-1	-4

17: COCCNC(=O)CCc1nnc(C2(c3ccc(Cl)cc3)CCC2)o1
18: Cc1cccc(N(C)S(=O)(=O)c2ccc3c(c2)C(C)(C)C(=O)N3C)c1
19: O=C(Nc1ccc2c(c1)CCC2)C1CCCO1 (stereo not given)
20: CCCNC(=S)N1CCC(Cc2ccccc2)CC1
21: Cc1ccc(NC(=S)NCC2CCN(C(C)c3ccccc3)C2)cc1 (stereo not given)
22: Cc1ccc(C)c(C2C(=O)c3ccccc3C2=O)c1
23: COc1ccc2c3c(n(C)c2c1)[C@H](CO)N(CC1CCCC1)CC31CCN(Cc2nccs2)CC1
24: COc1ccc(OC)c(NC(=O)COC(=O)CCNc2ccccc2OC)c1
entry no.	17	18	19	20	21	22	23	24
EWS-Fli block	-8	-17	-60	x	0	0	11	0
PAX8 inh HTS	2	4	x	-9	-1	4	23	x
FN deposit inh	0	7	x	x	7	3	x	3
PglD DTNB	x	-1	9	0	-4	1	x	-3
PGC1a acetyl inh	x	-6	3	-8	-9	-13	x	-4
S100A4 inh HTS	3	-4	7	1	1	-3	13	-13
LGR2 inh	10	-4	-41	6	10	-1	10	-1
ERAP1 HTS inh	-5	3	1	-5	-3	6	-1	-4

Compound profiles, as listed above.
Entry for O=C(Nc1ccc2c(c1)CCC2)C1CCCO1 (stereo not given) → EWS-Fli block = -60; PAX8 inh HTS = x; FN deposit inh = x; PglD DTNB = 9; PGC1a acetyl inh = 3; S100A4 inh HTS = 7; LGR2 inh = -41; ERAP1 HTS inh = 1
Entry for COCCNC(=O)CCc1nnc(C2(c3ccc(Cl)cc3)CCC2)o1 → EWS-Fli block = -8; PAX8 inh HTS = 2; FN deposit inh = 0; PglD DTNB = x; PGC1a acetyl inh = x; S100A4 inh HTS = 3; LGR2 inh = 10; ERAP1 HTS inh = -5

(listing goes on)
25: CCCCNC(=O)c1ccc(C#CC(C)(C)C)c(OC(C)=O)c1
26: CC(C)NC(=O)N(C)C[C@@H]1Oc2ccc(NC(=O)C3CCCCC3)cc2CC(=O)N([C@H](C)CO)C[C@@H]1C
27: CN1CCN2c3ccccc3CC(C#N)(C#N)C2C1 (stereo not given)
28: CC(=O)NC(Cc1ccc(F)cc1)C(=O)NC1CCN(S(=O)(=O)c2ccccc2)CC1 (stereo not given)
29: Cc1cccc(S(=O)(=O)N2CC[C@@H]3[C@H]2c2cc(-c4ccc(C#N)cc4)ccc2N(C)[C@H]3CO)c1
30: Cc1cccc(N(C(=O)c2csnn2)C(C(=O)NC2CCCC2)c2ccncc2)c1 (stereo not given)
31: COc1ccc(NC(=O)CNC(c2ccccc2)c2ccccc2)cc1Cl
32: CC(C)C[C@H]1CN([C@@H](CC(C)C)CN2CCC[C@@H]2CN2C(=O)C(=O)NC[C@@H]2Cc2ccccc2)C(=O)C(=O)N1CCc1ccccc1
entry no.	25	26	27	28	29	30	31	32
EWS-Fli block	-72	0	-1	-3	0	x	6	-1
PAX8 inh HTS	-50	3	4	9	-29	-9	11	18
FN deposit inh	x	x	14	-3	6	-3	1	-2
PglD DTNB	-5	1	x	-1	2	-1	-8	-1
PGC1a acetyl inh	8	x	x	x	0	1	x	2
S100A4 inh HTS	0	2	3	2	-5	-2	-4	3
LGR2 inh	x	-3	10	12	-9	0	5	4
ERAP1 HTS inh	2	-3	3	-2	4	-1	-3	-1

33: Cc1cn([C@H]2C[C@H](O)[C@@H](CCC(=O)NCc3cccs3)O2)c(=O)[nH]c1=O
34: CC(C)NC(=O)N(C)C[C@H]1Oc2ncc(-c3cncnc3)cc2C(=O)N([C@@H](C)CO)C[C@@H]1C
35: C/C(=N\Nc1nc(N2CCCCC2)nc(N2CCOCC2)n1)c1ccccc1O
36: COC(=O)CNC(=O)C1CC(=O)N(CCc2ccc(F)cc2)C1 (stereo not given)
37: COc1ccc(/C=C2\N=C(C)OC2=O)cc1[N+](=O)[O-]
38: C[C@H]1CN([C@@H](C)CO)C(=O)c2cccc(NC(=O)Nc3ccc(F)cc3)c2O[C@@H]1CN(C)S(C)(=O)=O
39: COc1ccc(S(=O)(=O)NNC(=S)NCCc2ccccc2)c(OC)c1
40: O=C(Cc1ccccc1)c1ccccc1C(=O)N1CCCCC1
entry no.	33	34	35	36	37	38	39	40
EWS-Fli block	3	-3	-25	1	6	10	x	-5
PAX8 inh HTS	-1	-28	26	17	-10	4	-1	108*
FN deposit inh	0	-1	-5	-3	-1	x	x	4
PglD DTNB	-2	-1	x	-7	x	-2	-3	5
PGC1a acetyl inh	-8	12	16	4	x	4	x	-6
S100A4 inh HTS	4	-31	26	-16	-5	13	-12	-2
LGR2 inh	x	17	-5	-6	10	1	10	-7
ERAP1 HTS inh	-1	x	0	x	5	x	-2	1

41: COc1ccccc1-c1ccc2n(c1=O)C[C@H]1[C@H](CO)[C@@H](C(=O)NCc3ccccc3Cl)N[C@@H]21
42: CC(=O)c1cccc(CN2CCN(CCC(C)C)C(CCO)C2)c1 (stereo not given)
43: C/C=C/c1ccc([C@@H]2[C@H](CO)N(C(=O)NCCC)[C@H]2CNC(=O)C2CCC2)cc1
44: Cc1ccc(S(=O)(=O)Nc2ccc3c(c2)CC(=O)N([C@@H](C)CO)C[C@H](C)[C@@H](CN(C)C(=O)Nc2ccc4c(c2)OCO4)O3)cc1
45: COc1ccc(NS(=O)(=O)c2ccc(C)c(C(=O)N3CC(C)OC(C)C3)c2)cc1 (stereo not given)
46: COc1ccc(N2CCN(C(=O)Nc3ccc(S(=O)(=O)N(C)C)cc3)CC2)cc1
47: COc1ccc(OC)c(/C=N/NC(=O)c2ccc(=O)[nH]n2)c1
48: COc1cccc(NC(=O)Cn2cc(C(=O)C3CC3)c3ccccc32)c1
entry no.	41	42	43	44	45	46	47	48
EWS-Fli block	-4	4	10	-4	-6	x	-1	1
PAX8 inh HTS	1	5	18	-30	-2	21	22	13
FN deposit inh	3	-13	14	-8	7	-2	-4	9
PglD DTNB	9	1	1	-3	4	-5	x	5
PGC1a acetyl inh	x	3	2	2	-6	-13	1	x
S100A4 inh HTS	-8	3	x	-1	-13	x	0	-3
LGR2 inh	0	-7	5	1	1	x	9	6
ERAP1 HTS inh	1	-2	x	2	-2	x	x	2

49: C[C@@H]1CN([C@@H](C)CO)C(=O)c2ccccc2-c2ccccc2CO[C@@H]1CN(C)S(=O)(=O)c1ccccc1
50: COCc1cc(C)nc(SCC(=O)NCC2CCCO2)c1C#N (stereo not given)
51: O=C1N=C(N2CCOCC2)S/C1=C\c1ccncc1
52: C=CCn1c(SCC(=O)NCC(=O)OCC)nnc1-c1ccccn1
53: Cc1cc(C(=O)Nc2cccc3c2O[C@H](CN(C)Cc2ccc(C(F)(F)F)cc2)[C@H](C)CN([C@H](C)CO)C3=O)n(C)n1
54: Cc1ccc(S(=O)(=O)CCC(=O)Oc2ccc3c(C)cc(=O)oc3c2)cc1
55: Cc1ccccc1NC(=O)c1ccccc1O
entry no.	49	50	51	52	53	54	55
EWS-Fli block	-4	-12	0	x	10	3	-11
PAX8 inh HTS	x	0	-9	x	5	-8	x
FN deposit inh	-13	5	-3	-3	x	4	x
PglD DTNB	3	-5	1	2	0	x	-2
PGC1a acetyl inh	1	6	x	15	10	x	4
S100A4 inh HTS	-5	-1	-2	x	5	0	-6
LGR2 inh	-3	2	9	12	14	0	-11
ERAP1 HTS inh	-3	-3	-9	x	1	-38	3

Along the list, from the results shown.
PglD DTNB for entries 30 to 36, in order: -1, -8, -1, -2, -1, x, -7
PGC1a acetyl inh for entries 30 to 36, in order: 1, x, 2, -8, 12, 16, 4
LGR2 inh for entries 30 to 36, in order: 0, 5, 4, x, 17, -5, -6
